# Screens from PubChem.
# Rin1-Abl PPI inh: inhibitors of Rin1-Abl protein binding, primary screen, biochemical, TR-FRET | 360,000 tested, 0.4% active | inhibition, % at 7.35 µM | Tyrosine-protein kinase ABL1 (Homo sapiens) + Ras and Rab interactor 1 (Homo sapiens), …; in the data active = inhibition above about 5%, passing the limit was not always enough
# PABP1 MLLE inh: inhibitors of PABP1 MLLE–PAM2 peptide binding, primary screen, biochemical, fluorescence polarization, FITC-PAM2, GST-MLLE; AID 588489, 2011; inhibition, % at 20 µM; 360,000 tested, 0.36% active; in the data active = inhibition above about 35%, passing the limit was not always enough;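 also: plate controls were DMSO wells with GST-MLLE for no effect and wells lacking GST-MLLE protein for full effect; some results filed as inactive read as strong as hits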
# MsrA inhibitor: bovine MsrA enzyme inhibitors, primary screen, biochemical, absorbance, HTS; inhibition, % at 15.5 µM; 360,000 tested, 0.75% active; AID 651718, 2012; purified bovine MsrA, absorbance read-out; Methionine sulfoxide reductase A (Bos taurus); in the data active = inhibition above about 4.5%;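 also: 0% = vehicle wells with enzyme and 100% = reference inhibitor wells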
# FAS-TE inh: FAS thioesterase domain inhibitors, primary screen, biochemical, fluorescence intensity, uHTS; 360,000 tested, 0.67% active; recombinant FAS-TE, OMFH fluorogenic substrate, fluorescence endpoint; inhibition, % at 15 µM;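 active = compounds whose normalised, plate-corrected inhibition of enzyme fluorescence in the single-dose primary screen is 50% or more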;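 also: 0% = DMSO with enzyme and 100% = substrate without enzyme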
# CSN deneddyl inh: inhibitors of CSN-mediated cullin deneddylation, primary screen, biochemical, fluorescence polarization, uHTS; COP9 signalosome complex subunit 5 (Homo sapiens), Q92905; Purified CSN, SCF-Nedd8-OG deneddylation; inhibition, % at 12.5 µM; 360,000 tested, 0.38% active; AID 651999, 2013;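 active = pattern-corrected inhibition above about 35%, with an unprinted fluorescence ratio check between 0.5 and 1.5, limit read from the data, passing the limit was not always enough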;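 also: 0% = enzyme with substrate and 100% = substrate without enzyme; some results filed as inactive read as strong as hits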
# Target sequence (Q92905 whole entry, looked up, one chain of several): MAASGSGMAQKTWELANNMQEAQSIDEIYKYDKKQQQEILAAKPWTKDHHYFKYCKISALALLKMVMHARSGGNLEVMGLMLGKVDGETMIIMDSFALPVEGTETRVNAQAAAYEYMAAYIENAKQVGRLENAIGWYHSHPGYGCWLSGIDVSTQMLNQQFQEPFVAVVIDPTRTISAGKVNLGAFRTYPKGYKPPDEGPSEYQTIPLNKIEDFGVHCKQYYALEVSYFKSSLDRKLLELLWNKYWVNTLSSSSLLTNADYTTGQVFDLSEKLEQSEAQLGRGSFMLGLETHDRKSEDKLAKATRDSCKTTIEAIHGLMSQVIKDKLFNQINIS
#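 Material: human Csn5 produced in HEK293T cells; Input: enzyme 0.24 nM; Reagent: SCFSkp2-Nedd8OG substrate at 10 nM final; Dosing: 12.5 µM compound; Incubation: 90 min reaction at room temperature; Detection: fluorescence polarization of the substrate; Evaluation: % inhibition of substrate cleavage by Csn5; Control set: substrate-only high control, full reaction low control.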
# Neddyl block: inhibitors of cullin neddylation, primary screen, biochemical, TR-FRET, uHTS, NAE and Ubc12; NEDD8-conjugating enzyme Ubc12 (Homo sapiens) + NEDD8-activating enzyme E1 regulatory …; calls only at 25 µM; 360,000 tested, 0.58% active; in the data active = inhibition above about 36%
# Target sequence (P61081 whole entry, looked up): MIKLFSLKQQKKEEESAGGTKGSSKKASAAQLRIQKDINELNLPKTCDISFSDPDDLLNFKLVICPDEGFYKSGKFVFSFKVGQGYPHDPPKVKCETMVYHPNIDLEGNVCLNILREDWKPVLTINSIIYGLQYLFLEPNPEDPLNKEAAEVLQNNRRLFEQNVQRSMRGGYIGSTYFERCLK
# Target sequence (Q13564 whole entry, looked up): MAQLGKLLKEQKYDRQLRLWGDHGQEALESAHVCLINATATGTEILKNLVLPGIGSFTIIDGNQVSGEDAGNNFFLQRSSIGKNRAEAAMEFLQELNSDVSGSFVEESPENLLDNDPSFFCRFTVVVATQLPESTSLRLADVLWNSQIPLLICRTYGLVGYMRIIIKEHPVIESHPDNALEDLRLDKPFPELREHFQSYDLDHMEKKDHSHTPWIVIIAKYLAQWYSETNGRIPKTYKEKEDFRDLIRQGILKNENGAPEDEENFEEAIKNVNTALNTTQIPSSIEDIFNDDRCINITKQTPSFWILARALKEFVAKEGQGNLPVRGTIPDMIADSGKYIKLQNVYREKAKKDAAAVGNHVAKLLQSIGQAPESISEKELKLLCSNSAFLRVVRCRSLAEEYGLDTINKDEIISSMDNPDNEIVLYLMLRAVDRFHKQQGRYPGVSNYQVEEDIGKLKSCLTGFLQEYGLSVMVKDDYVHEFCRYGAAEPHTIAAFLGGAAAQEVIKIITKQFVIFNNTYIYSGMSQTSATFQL
# bovine MsrA act: bovine MsrA enzyme activators, primary screen, biochemical, absorbance, HTS. activation, % at 10.6 µM. purified bovine MsrA, absorbance read-out. 360,000 tested, 0.3% active; in the data active = activation above about 7.5%;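 also: 0% = vehicle and 100% = reference activator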
# TbMetRS inhib: T. brucei MetRS inhibitors, primary screen, biochemical, luminescence. 360,000 tested, 0.4% active. inhibition, % at 11.9 µM. methionyl-tRNA synthetase (Trypanosoma brucei brucei). purified T. brucei MetRS, ATP depletion, Kinase-Glo luminescence. AID 624268, 2012;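 active = inhibition above a per-plate cutoff of the control wells' mean inhibition plus 3 SD, cut at about 5.5% in these data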;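 also: 0% = DMSO wells median and 100% = median of wells with control inhibitor compound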
#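 Material: parasite MetRS enzyme / Replication: singlicate, one well per compound / Signal: luminescence of leftover ATP / Schedule: 2 h aminoacylation at 25 °C after 15 min preincubation / Medium: HEPES-MgCl2-KCl buffer plus DTT, spermine, BSA, pyrophosphatase / Doses: 11.9 µM single point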
# eLon inh: inhibitors of E. coli Lon protease, primary screen, biochemical, fluorescence polarization; purified E. coli Lon protease; inhibition, % at 7.94 µM; 360,000 tested, 0.42% active; AID 602123, 2011; in the data active = inhibition above about 13%, passing the limit was not always enough;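 also: 0% = enzyme with probe and DMSO and 100% = no enzyme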
# * = called active by the depositor; i = inactive; · = no result given.
No.	mol	Rin1-Abl PPI inh	PABP1 MLLE inh	MsrA inhibitor	FAS-TE inh	CSN deneddyl inh
1	CCCN(CC(=O)Nc1cccc(S(N)(=O)=O)c1)CC(=O)Nc1ccc(F)c(F)c1F	-1	-1	0.2	3	-3
2	COc1cccc(CC2(CO)CCCN(CC3=Cc4cc(OC)ccc4OC3)C2)c1 (stereo not drawn)	1	-6	0.6	8	-4
3	C[C@@H]1CN(S(=O)(=O)C(C)(C)C)[C@H](CCO)/C1=C\c1ccccc1	1	-10	0.4	-9	-1
4	O=C(CN1C(=O)COc2ccccc21)N1CCCC1	4	-5	1.5	-7	2
5	COC(=O)c1c(O)cc(=O)n2c1CCCCC2	3	-14	-0.5	-4	-3
6	c1ccc2c(c1)nc1sccn12	5	-17	1.0	-7	1
7	COc1ccc(/C=N/NC(=O)Cc2csc(Nc3cccc(C(F)(F)F)c3)n2)cc1C	-1	6	2.1	23	-4
8	Cc1ccc(C(C)(C)C)c(OCCCn2ccnc2)c1	3	-7	0.1	-12	4
9	O=C(CCN1CCCCC1)c1ccc2c(c1)OCCO2	1	21	0.3	-5	2
10	O=[N+]([O-])c1ccc(N2CCCCC2)c(-c2nn[nH]n2)c1	6	3	1.3	-4	3

No.	Neddyl block	bovine MsrA act	TbMetRS inhib	eLon inh
1	i	-11	-0.4	1
2	i	-2	-0.8	-9
3	i	1	0.1	8
4	i	-2	-0.9	4
5	i	-4	-0.6	-2
6	i	-1	-1.0	-15
7	i	-2	-0.7	6
8	i	-1	-0.5	-1
9	i	-6	-0.4	-2
10	i	-10	-0.7	2

# The listing continues:
No.	mol	Rin1-Abl PPI inh	PABP1 MLLE inh	MsrA inhibitor	FAS-TE inh	CSN deneddyl inh
11	Cc1cc(C(F)F)n2ncc(C(=O)NCc3ccccc3C(F)(F)F)c2n1	1	-3	0.8	19	-6
12	CC(C(=O)NC1CCCCC1)N1CCN(C)CC1 (stereo not drawn)	0	-2	1.0	-3	-2
13	CCC(=O)c1ccc(OCC(=O)OCC(=O)NC2CCCCCC2)cc1	3	-6	-0.7	-5	1
14	C=CCC(NCc1ccccc1)c1ccc(C)o1 (stereo not drawn)	-5	-3	-1.9	-8	6
15	COCCN(C(=O)C1CC1)c1nnc(-c2ccc(C)cc2)s1	0	-3	0.2	3	2
16	CCOC(=O)c1sc2nc(CC(=O)OC)nc(N(C)CCc3ccccn3)c2c1C	3	9	2.0	-2	-6
17	S=C(NC1CCCCC1)NN1CCCCCC1	2	-33	1.3	3	0
18	O=C(N/C(=C\c1ccccc1)C(=O)N1CCOCC1)c1ccco1	-1	-13	-0.2	-7	6
19	O=C1CC(N(CCc2ccccc2)C(=S)Nc2ccccc2)C(=O)N1c1ccc(Br)cc1 (stereo not drawn)	2	-30	0.4	39	3
20	C[C@H]([C@@H](O)[C@@H](O)[C@@H](C)C(C)(C)C)[C@H]1CC[C@H]2C3CC[C@H]4C[C@H](OS(=O)(=O)O)[C@@H](OS(=O)(=O)O)C[C@]4(C)[C@H]3CC[C@]12C (stereo partly drawn)	-1	1	-0.4	42	32

No.	Neddyl block	bovine MsrA act	TbMetRS inhib	eLon inh
11	i	-1	-1.1	-11
12	i	-2	0.1	-3
13	i	-2	-0.5	2
14	i	-2	-0.1	-1
15	i	-2	0.6	-2
16	i	-4	-0.1	-2
17	i	-4	-0.3	-11
18	i	-4	-0.6	3
19	i	2	97*	6
20	i	-4	0.4	-13

# (more compounds)
No.	mol	Rin1-Abl PPI inh	PABP1 MLLE inh	MsrA inhibitor	FAS-TE inh	CSN deneddyl inh
21	COC(=O)c1ccc(N=c2sc(C(=O)OC)cc(=O)n2C)cc1	0	-4	-0.1	-4	5
22	O=C(CCn1c(=O)oc2ccccc21)NCCC1=CCCCC1	-2	-6	0.3	1	-2
23	COc1ccc(S(=O)(=O)Nc2cc(C)ccc2OC)cc1C	0	9	-0.9	1	1
24	Cn1cnc(S(=O)(=O)NCc2ccc(Br)cc2)c1	-2	-6	0.4	-6	-2
25	Cn1c(SCCCC(=O)c2ccc(F)cc2)nnc1-c1ccncc1	3	-14	-0.1	-6	4
26	CCc1ccc(S(=O)(=O)/N=C2\C=C(Nc3ccc(C(=O)O)cc3)C(=O)c3ccccc32)cc1	3	24	64*	2	6
27	CCC(=O)Nc1c(S(=O)(=O)c2ccccc2)c2nc3ccccc3nc2n1Cc1ccccc1	3	4	2.7	10	-6
28	COC(=O)[C@]12CCCCC=C1N(Cc1ccc(Cl)cc1Cl)C(=O)[C@H](CC(=O)N1CCOCC1)C2	·	·	0.1	4	2
29	O=C(O)c1cc(N2C(=O)C3C4C=CC(C4)C3C2=O)ccc1N1CCOCC1 (stereo not drawn)	6	-6	0.8	-4	6
30	CCOc1ccc(-c2nc3n(c(=O)c2C#N)CCS3)cc1	-2	19	1.9	2	5

No.	Neddyl block	bovine MsrA act	TbMetRS inhib	eLon inh
21	i	0	-0.5	5
22	i	1	-0.2	-14
23	i	-1	-0.3	3
24	i	1	0.3	3
25	i	3	-1.0	-2
26	i	-7	0.1	5
27	·	-9	-1.5	-7
28	i	-8	-1.3	-1
29	i	-2	-0.1	-8
30	i	-4	-0.5	-7

# (more compounds)
No.	mol	Rin1-Abl PPI inh	PABP1 MLLE inh	MsrA inhibitor	FAS-TE inh	CSN deneddyl inh
31	CCn1c(SCC(=O)Nc2ccccc2Cl)nnc1C1CC1	1	11	-0.8	-2	0
32	Cc1nn(CC(=O)Nc2ccc(C(=O)N3CCCC3)cc2)c(=O)c2ccccc12	9.9*	-20	-0.1	-5	1
33	O=C(NC1CCCCC1)C(c1ccc(-c2ccccc2)cc1)n1c(=O)c(-c2ccco2)nc2ccccc21 (stereo not drawn)	·	·	-0.7	·	20
34	Cc1ccc(C(=O)N2CCN(S(=O)(=O)c3sc(C(=O)O)c(C)c3C(=O)O)CC2)s1	-1	25	0.9	-3	-6
35	CSc1cccc(CN2CCC(CO)(Cc3cccc(C(F)(F)F)c3)CC2)c1	-3	5	-0.1	22	1
36	COc1ccc(C(=O)Nc2c3c(nn2-c2ccc([N+](=O)[O-])cc2)CS(=O)(=O)C3)cc1	0	-3	0.9	42	-3
37	Cc1cc(C)c(C(=O)CSc2nc(C)cc(C)c2C(N)=O)c(C)c1	0	12	-0.4	-6	1
38	CCn1c(COc2ccccc2C)nnc1SCC(=O)CC(=O)Nc1ccccc1	4	-78	-0.2	-4	0
39	O=C(CNC(=O)c1cccc(F)c1)OCC(=O)N1CCCc2ccccc21	-2	8	1.1	-8	-4
40	COc1ccc(-c2cc(C(=O)Nc3cccnc3Cl)no2)cc1	4	-6	-0.4	-2	-4

No.	Neddyl block	bovine MsrA act	TbMetRS inhib	eLon inh
31	i	-5	-0.5	2
32	i	-9	-0.9	-1
33	i	·	0.5	·
34	i	0	-0.2	-8
35	i	-1	0.1	5
36	i	-2	-0.3	-4
37	i	-7	-0.7	-9
38	i	0	-0.4	4
39	i	-8	-1.3	-6
40	i	-1	-0.9	2

# Additional structures.
No.	mol	Rin1-Abl PPI inh	PABP1 MLLE inh	MsrA inhibitor	FAS-TE inh	CSN deneddyl inh
41	Cc1ccc(NC(=O)c2ccccc2SCC(=O)N2CCCC2)cc1S(=O)(=O)N(C)C	-1	5	1.7	1	-2
42	O=C(COc1ccc(F)cc1)NNC(=O)c1cc2ccccc2oc1=O	-2	-4	3.9	-11	-1
43	CCCn1c(/C=C/c2ccco2)nc2ccccc21	-1	-62	1.2	-16	14
44	COc1cc(-c2cc(C(=O)Nc3nc4ccccc4s3)c3ccccc3n2)cc(OC)c1OC	-2	-6	0.7	23	-3
45	CN(CC(=O)Nc1cccc(F)c1)C(=O)CSc1ccccc1F	0	34	0.2	-1	1
46	C=CCOc1c(Br)cc(CNc2nccs2)cc1OC	-1	13	1.9	1	17
47	CCCSc1nnc(N2C(=O)C(O)=C(C(=O)c3ccco3)C2c2ccccc2F)s1 (stereo not drawn)	-5	19	0.9	-8	9
48	NC(=O)CC(NC(=O)OCc1ccccc1)C(=O)O (stereo not drawn)	0	8	0.1	-6	-2
49	COCOc1ccc(-c2ncc(OC)nc2NC(=O)c2ccsc2)cc1	-2	3	0.5	-10	-4
50	CC12CCC(C(=O)NCc3ccc4c(c3)OCO4)(OC1=O)C2(C)C (stereo not drawn)	1	5	0.3	-4	-1

No.	Neddyl block	bovine MsrA act	TbMetRS inhib	eLon inh
41	i	-1	-0.4	11
42	i	-9	-0.3	4
43	i	-3	-0.3	-31
44	·	-2	-0.5	0
45	i	1	0.2	-6
46	i	-10	-0.4	6
47	i	-3	-0.3	-11
48	i	1	-0.5	3
49	i	-5	-0.5	-6
50	i	-10	-1.9	1

# Five structures from above, ordered by heavy-atom count, smallest number first:
No.	mol	Rin1-Abl PPI inh	PABP1 MLLE inh	MsrA inhibitor	FAS-TE inh	CSN deneddyl inh
48	NC(=O)CC(NC(=O)OCc1ccccc1)C(=O)O (stereo not drawn)	0	8	0.1	-6	-2
45	CN(CC(=O)Nc1cccc(F)c1)C(=O)CSc1ccccc1F	0	34	0.2	-1	1
42	O=C(COc1ccc(F)cc1)NNC(=O)c1cc2ccccc2oc1=O	-2	-4	3.9	-11	-1
41	Cc1ccc(NC(=O)c2ccccc2SCC(=O)N2CCCC2)cc1S(=O)(=O)N(C)C	-1	5	1.7	1	-2
44	COc1cc(-c2cc(C(=O)Nc3nc4ccccc4s3)c3ccccc3n2)cc(OC)c1OC	-2	-6	0.7	23	-3

No.	Neddyl block	bovine MsrA act	TbMetRS inhib	eLon inh
48	i	1	-0.5	3
45	i	1	0.2	-6
42	i	-9	-0.3	4
41	i	-1	-0.4	11
44	·	-2	-0.5	0

# Next part
No.	mol	Rin1-Abl PPI inh	PABP1 MLLE inh	MsrA inhibitor	FAS-TE inh	CSN deneddyl inh
51	CNC(=O)CSc1nnnn1-c1ccc(C)cc1C	5	5	-0.1	0	-2
52	COc1ccc(C(=O)N/N=C/c2c[nH]c3ccccc23)cc1	0	-6	4.4	-5	1
53	COCCCn1c(=S)[nH]c2ccc(N3CCOCC3)cc2c1=O	-2	-20	1.1	-6	1
54	C=CCN1CCN(C(c2ccccc2)c2nnnn2CCC(C)C)CC1 (stereo not drawn)	2	6	0.6	-12	-5
55	COc1ccc(CN2C(=O)C(CC(=O)NCCN3CCOCC3)CC(C(=O)N(C(C)C)C(C)C)=C2C)cc1 (stereo not drawn)	0	-12	0.1	-8	0
56	NS(=O)(=O)c1ccc(NC(=O)COC(=O)C23CC4CC(CC(C4)C2)C3)cc1	2	-2	-0.3	3	-4
57	COc1ccccc1OCC(=O)OCC(=O)Nc1sccc1C(N)=O	-1	-15	3.0	-8	-11
58	Nc1[nH]c(C(=O)c2ccccc2)c(-c2ccc(Br)cc2)c1C(=O)NC1CC1	·	·	0.9	-9	1

No.	Neddyl block	bovine MsrA act	TbMetRS inhib	eLon inh
51	i	-4	0.0	-7
52	i	-3	0.5	-4
53	·	-3	0.5	2
54	i	-10	-1.0	-4
55	i	-3	-1.1	6
56	i	1	0.2	-1
57	i	-2	-0.6	0
58	i	-12	-1.0	-9
